Assay outcomes from PubChem BioAssay.
RNase H inhibition: RNase H inhibition, HIV 1 Gag Pol polyprotein, FRET biochemical assay, screening (AID 372). HIV-1 RT RNase H, FRET RNA/DNA substrate fluorescence; higher % means a stronger effect. inhibition, % at 10 µM, or IC50 in µM where a hit was titrated. 100,000 compounds, 0.77% hits; in the data active means inhibition above about 50%
* marks the source's active call; other numbers are inactive results; & = joins results of further samples. Only part of the results is shown; rates above refer to the full screens.

Start of the listing, in advance:
SMILES	RNase H inhibition
COc1ccc(CNC(=O)C(=O)Nc2ccccc2C)cc1	16%
CCOC(=O)c1c[nH]c2c(C)ccc(Cl)c2c1=O	1%
Oc1ccc(/C=N/Nc2nc3ccccc3c3ccccc23)cc1O	48%

All compounds of this part, from the first entry:
SMILES	RNase H inhibition
COc1ccc(CNC(=O)C(=O)Nc2ccccc2C)cc1	16%
CCOC(=O)c1c[nH]c2c(C)ccc(Cl)c2c1=O	1%
Oc1ccc(/C=N/Nc2nc3ccccc3c3ccccc23)cc1O	48%
FC(F)(F)c1cccc(N2CCN(CC3CCCCC3)CC2)c1	7%
O=C(NN=C1CCN(Cc2ccccc2)CC1)c1cccc(Br)c1	11%
CCOC(=O)c1ccc(N2C(=O)NC(=O)/C(=C/c3ccc(OC)c(OC)c3)C2=O)cc1	8%
O=C1C=C/C(=N\S(=O)(=O)c2ccc(Cl)c([N+](=O)[O-])c2)c2ccccc21	34%
CC(C)CNC(=O)c1cccc(NC(=O)c2ccc(Cl)c([N+](=O)[O-])c2)c1	8%
CC1CN(Cc2ccc(Br)cc2)CC(C)O1 (centres undefined)	3%
Cc1cccc(Cn2cc(/C=C3\SC(=S)N(C)C3=O)c3ccccc32)c1	25%
COc1ccc(CC(=O)NCc2ccc3c(c2)OCO3)cc1	9%
Cc1cccc(NC(=O)CSc2ccc(Cl)cc2)c1	25%
CCSCCOC(=O)C1=C(C)NC2=C(C(=O)CCC2)C1c1ccc(O)cc1 (centres undefined)	10%
CC(C)CCNC(=O)C(=O)Nc1nccs1	10%
N=c1n(CC(=O)O)c2ccccc2n1Cc1ccc(Cl)cc1	11%
CCOC(=O)c1ccc2[nH]c3c(c2c1)CCCC3=O	4%
CCOc1ccccc1/C=C1\SC(=O)N(c2ccccc2)C1=O	0%
Cc1cc(C)cc(OCCNC(=O)/C=C/c2ccccc2)c1	13%
Cc1ccc(OCCOC(=O)Nc2ccc(Cl)c(Cl)c2)cc1	46%
O=C1NC(=S)S/C1=C/c1ccccc1Sc1ccc(Cl)cc1	42%
Cc1cc(C)nc(N2C(=O)c3ccc(C(=O)O)cc3C2=O)n1	10%
Cc1cccc(NC(=O)CCCN2C(=O)c3cccc4cccc(c34)C2=O)c1	33%
C#CCOc1c(I)cc(/C=C2\C(=O)NC(=O)N(c3ccc(C)cc3)C2=O)cc1OC	37%
COc1ccc(OCCOc2ccc(C=C3C(=O)NC(=S)NC3=O)cc2OC)cc1	16%
COC(=O)c1c(N)sc(C)c1-c1ccc(C)cc1	9%
CCCc1ccc(OCC(=O)NNC(=O)C2COc3ccccc3O2)cc1 (centres undefined)	0%
COc1ccc(C(=O)N/N=C/c2ccccc2C(F)(F)F)cc1	4%
Cc1ccccc1-c1nnc(NC(=O)Nc2ccc(Cl)cc2Cl)s1	43%
O=C(O)c1ccc(N2C(=O)CC(N3CCN(Cc4ccc5c(c4)OCO5)CC3)C2=O)cc1 (centres undefined)	12%
O=C1NN(c2ccc(Cl)cc2)C(=O)/C1=C\c1ccc(-c2cccc(C(=O)O)c2)o1	14%
Cc1cccn2c(=O)c(/C=C3\SC(=S)N(C4CCCCC4)C3=O)c(N3CC(C)OC(C)C3)nc12 (centres undefined)	0%
CCc1ccccc1NS(=O)(=O)c1ccc(F)cc1	6%
COC(=O)CN1C(=O)/C(=C\c2cccs2)SC1=S	6%
Oc1ccc(C=Nc2ccc(O)cc2)cc1	4%
COc1cccc(OCCCCN2CCCC2)c1	0%
COC(C(=O)NNC(=O)c1cccs1)c1ccccc1 (centres undefined)	18%
COc1ccc(OC)c(NC(=S)NC(NC(=O)CC(C)C)C(Cl)(Cl)Cl)c1 (centres undefined)	9%
CCOc1ccc(N2C(=O)/C(=C/c3ccc(C(=O)OC)cc3)SC2=S)cc1	5%
O=S1(=O)N=C(Nc2cccc(Cl)c2)c2ccccc21	3%
CCOC(=O)NC(Nc1ccccc1C(=O)O)(C(F)(F)F)C(F)(F)F	21%
O=c1[nH]c(/C=C\c2ccccc2Cl)c([N+](=O)[O-])c(=O)[nH]1	5%
O=c1c([N+](=O)[O-])c(-n2ccnc2)c2ccccc2n1-c1ccccc1	1%&0%
CCOc1cccc(N2C(=O)/C(=C/c3cccn3-c3ccc(Cl)cc3)C(=O)NC2=S)c1	35%
COc1ccc(N2C(=O)c3ccccc3NC2c2ccc(OC)c(CSc3ccccn3)c2)cc1 (centres undefined)	12%
COC(=O)CSc1n[nH]c(-c2ccncc2)n1	11%
CC(=O)c1ccc(NC(=O)c2sc3ccccc3c2Cl)cc1	3%
C(=N\n1cnnc1)/c1cc2ccccc2[nH]1	3%
Ic1ccc(Nc2ncnc3c2cnn3Cc2ccccc2)cc1	7%
COC(C(=O)NNC(=O)c1ccccc1Cl)c1ccccc1 (centres undefined)	9%
Cc1cc(C)c[n+](CC(=O)c2ccc3c(c2)Cc2ccccc2-3)c1	7%
COC(=O)c1cc(-c2cccs2)nc2ccc(Br)cc12	6%
COc1cc(/C=C2\SC(=S)N(Cc3ccco3)C2=O)ccc1OC(=O)c1ccc(C)cc1	10%
O=C(NCCc1ccccc1)c1nn2c(c1Br)NC(c1ccccc1)CC2C(F)(F)F (centres undefined)	4%
Cc1sc2nc(C)n(CCO)c(=O)c2c1C	0%
Cc1ccc(-c2nc3ccccc3s2)cc1NC(=O)/C=C/c1cccc([N+](=O)[O-])c1	5%
Cc1ccccc1NCC(=O)N/N=C\c1cccc(Br)c1	0%
Oc1c(Cl)cc(Cl)cc1CNc1cccc(F)c1	10%
Cc1ccc(C)c(C(=O)CSc2ncn[nH]2)c1	24%
COC(=O)C1=C(C)NC2=C(C(=O)CCC2)C1c1ccc([N+](=O)[O-])cc1 (centres undefined)	3%
Cc1cc(C)cc(Nc2nc(-c3ccc(C)c(C)c3)cs2)c1	18%

(next part)
SMILES	RNase H inhibition
C/C(=N\NC(=O)c1ccccc1F)c1ccccn1	0%
CCOC(=O)/C(C#N)=C1/C=C(C)NC(c2ccccc2O)=N1	0%
CCC1(C)NC(=S)N2N1C(=S)NC2(C)CC (centres undefined)	10%
COc1cccc(NC(=O)/C(NC(=O)c2ccccc2)=C2\c3ccccc3-c3ccc([N+](=O)[O-])cc32)c1	0%
CCSc1nnc2c(n1)OC(c1cccc(F)c1)Nc1ccccc1-2 (centres undefined)	12%
Fc1cccc(Cl)c1-c1nnc2ccc(C(F)(F)F)cn12	2%
COc1cc(SC)ccc1C(=O)N(C)Cc1ccccc1	3%
CCOC(=O)C1=C(C)n2c(s/c(=C\c3ccc(OCc4ccccc4)c(OC)c3)c2=O)=NC1c1ccc(OC)cc1 (centres undefined)	19%
Cc1c(Cc2ccccc2)c(Nc2ccccc2)n2c(nc3ccccc32)c1C#N	25%
CCCCOc1ccc(C(=O)NC(=S)Nc2ccc3oc(-c4ccccc4)nc3c2)cc1	26%
COc1cc(OC)c(OC)cc1CN1CCN(Cc2cccc(Cl)c2)CC1	12%
COc1ccc(N(CC(=O)Nc2ccc(C(C)C)cc2)S(C)(=O)=O)c(OC)c1	1%
CC(=O)Nc1ccc(N/C=C/C(=O)c2ccc(Cl)cc2)cc1	6%
CN(Cc1ccccc1)C1CC(=O)N(c2cc(Cl)cc(Cl)c2)C1=O (centres undefined)	3%
COC(=O)c1c(-c2ccc(Br)cc2)csc1NC(=O)CCCC(=O)O	5%
CCOc1ccc(S(=O)(=O)N(CC(=O)N/N=C(\C)C(C)(C)C)c2ccc(C)cc2)cc1	18%
C/C(=N\Nc1nc(C)cc(-c2ccccc2)n1)c1ccccc1	7%
CCn1cc(C(=O)NN)c(=O)c2cc(F)c(N3CCCCCC3)cc21	13%
Cc1nonc1NC1(O)C(=O)c2ccccc2C1=O	0%
CCc1cccc(C)c1NC(=O)COc1ccc(C)c(C)c1	1%

A different layout for part of the listing above.
COC(=O)c1c(-c2ccc(Br)cc2)csc1NC(=O)CCCC(=O)O
  RNase H inhibition = 5%
CCOc1ccc(S(=O)(=O)N(CC(=O)N/N=C(\C)C(C)(C)C)c2ccc(C)cc2)cc1
  RNase H inhibition = 18%

(continued)
SMILES	RNase H inhibition
O=C(Nc1ccc(Cl)c(-c2nc3cc(Cl)ccc3o2)c1)c1ccc(F)cc1	14%
NC(=O)c1c(NC(=O)C2CC2)sc2c1CCCCC2	0%
COc1ccc(C(=O)Nc2cc(C(=O)O)cc(C(=O)O)c2)cc1	4%
O=C(Cc1ccccc1)Nc1ccc2c(c1)oc1ccccc12	2%
O=C(Nc1sc2c(c1C(=O)Nc1ccccc1)CCCC2)c1ccccc1Cl	24%
CC(=O)Oc1ccc2c(=O)c(-c3nc4ccccc4[nH]3)c(C)oc2c1	3%
Cc1cc(C)c(C(=O)/C(=C/c2ccccc2)c2ccccc2)c(=O)[nH]1	6%
Cc1cc(/C=N/NC(=O)C(=O)Nc2cccc3ccccc23)c(C)n1-c1ccccc1C(F)(F)F	14%
CCOC(=O)CCc1c(C)nc2cc(-c3ccc(I)cc3)[nH]n2c1=O	8%
Cc1ccc(C(=O)N/C(=C\c2cccc([N+](=O)[O-])c2)C(=O)N2CCCCC2)cc1	3%
CC1(C)c2ccccc2N(c2ccccc2)C12C=Cc1cc([N+](=O)[O-])ccc1O2 (centres undefined)	17%
C=CCON1C(=O)C(=O)N(OCC=C)C2CCCCC21 (centres undefined)	6%
C=CCc1cccc(/C=N/NC(=O)CCCCCCC(=O)N/N=C/c2cccc(CC=C)c2O)c1O	8%
CC1CCN(C2=NC(=O)/C(=C/c3cccc4ccccc34)S2)CC1	26%
Cc1ccc(C)c(NC(=S)NC(NC(=O)/C=C/c2ccccc2)C(Cl)(Cl)Cl)c1 (centres undefined)	22%
CN1CCOCCOCCN(C)C(=O)N2CCOCCOCCN(CCOCC2)C1=O	8%
CCOc1cc(C=C2C(=O)N(C)C(=S)N(C)C2=O)ccc1OCc1cccc(C)c1	13%
CC(C)(C)NC(=S)NC12CC3CC(CC(C3)C1)C2	13%
CN(C)N1C(=O)c2ccc3c4c(ccc(c24)C1=O)CC3	3%
[O-][n+]1c2ccccc2[n+]([O-])c2cc(O)ccc21	8%
CC(=O)NC12CC3(C)CC(C)(C1)CC(NC(C)=O)(C3)C2	0%
COc1ccc(C(=O)Nc2cc(-c3nc4cc(C)c(C)cc4o3)ccc2Cl)cc1[N+](=O)[O-]	18%
Cc1cccc(NC(=O)COc2ccccc2)n1	0%
O=C(Nc1ccccc1Cl)O/N=C\c1ccncc1	4%
CCc1ccc(NC(=O)C2COc3ccccc3O2)cc1 (centres undefined)	4%
Cc1c(N=Cc2c(O)n(-c3ccccc3)c(=O)c3ccccc23)c(=O)n(-c2ccccc2)n1C	6%
CC(Cc1ccccc1)NC(=O)C1COc2ccccc2O1 (centres undefined)	13%
COc1ccc(/C=N/n2c(C)nnc2C)c(OC)c1OC	6%
O=C(CSc1nc2sc3c(c2c(=O)n1-c1ccc(Cl)cc1)CCCC3)c1ccccc1	13%
COc1cc(OC)c(OC)cc1CN1CCN(C2C3CC4CC(C3)CC2C4)CC1 (centres undefined)	13%
CC(C)(C)c1ccc(C(=O)NNC(=O)COc2ccccc2)cc1	1%
COC(=O)NNS(=O)(=O)c1ccc(C)cc1	4%
CS(=O)(=O)N(Cc1ccc(C(=O)NCCSCc2ccccc2Cl)cc1)c1ccccc1	0%
CCCCSc1nc2cc(C)ccc2n1C	2%
O=C1CSC(=NC(=O)c2ccc(Cl)c(Cl)c2)N1	3%
CCC(CC)C(=O)Nc1ccc(Cl)cc1C	8%
Cc1ccc(OCCCCCCN2CCN(C)CC2)c(Cl)c1	6%
Cc1ccc(C(NC(=O)C(C)C)c2ccc3cccnc3c2O)cc1 (centres undefined)	14%
COc1ccccc1CNC(=O)CN(c1ccc([N+](=O)[O-])cc1)S(=O)(=O)c1ccccc1	15%
O=C(Nc1ccc2oc(-c3cccc(F)c3)nc2c1)c1ccc2ccccc2c1	46%

Sorted by number of heavy atoms (largest number first): some entries from above.
SMILES	RNase H inhibition
CCOC(=O)C1=C(C)n2c(s/c(=C\c3ccc(OCc4ccccc4)c(OC)c3)c2=O)=NC1c1ccc(OC)cc1 (centres undefined)	19%
CN1CCOCCOCCN(C)C(=O)N2CCOCCOCCN(CCOCC2)C1=O	8%
Cc1cc(C)c[n+](CC(=O)c2ccc3c(c2)Cc2ccccc2-3)c1	7%
Fc1cccc(Cl)c1-c1nnc2ccc(C(F)(F)F)cn12	2%
O=S1(=O)N=C(Nc2cccc(Cl)c2)c2ccccc21	3%
CCOC(=O)c1c[nH]c2c(C)ccc(Cl)c2c1=O	1%
Cc1ccc(C)c(C(=O)CSc2ncn[nH]2)c1	24%

(listing goes on)
SMILES	RNase H inhibition
N/C(Cc1ccc([N+](=O)[O-])cc1)=N\OC(=O)COc1ccc(Br)cc1	8%
CCOc1ccc(OCCCCOc2ccccc2Br)cc1	0%
C/C=C/c1ccc(OCCCCOc2cccc(C)c2C)c(OC)c1	21%
O=C(Nc1ccc(Cc2ccc(NC(=O)c3ccccc3[N+](=O)[O-])cc2)cc1)c1ccccc1[N+](=O)[O-]	44%
COc1ccc(C(C)(C#N)CC#N)cc1 (centres undefined)	5%
CCN1CCn2c3c(c4cc(Br)ccc42)CCCC31 (centres undefined)	3%&7%
COc1ccc(N2C(=O)Cc3ccccc3C2=O)cc1	11%
COc1ccccc1-c1c(C(F)(F)F)oc2c(CN3CCC(C)CC3)c(O)ccc2c1=O	9%
Clc1ccc(C=Nc2ccc3c(c2)OCCO3)cc1	15%
COc1cc(C)cc2oc(=O)cc(C)c12	3%
COC(=O)c1sc(NC(=S)NC(=O)c2ccc(F)cc2)nc1C	5%
CCCN1CCC(=NNC(=O)c2ccc(O)cc2)CC1	7%
Cc1cc(N2CCN(C(=O)c3cc(F)c(F)cc3Br)CC2)c(F)cc1[N+](=O)[O-]	3%
O=C(O)c1ccc(/C=N/N2CCN(Cc3ccc(Cl)cc3)CC2)cc1	0%
